Screening data as filed in PubChem.
Bim-Mcl-1: human Bim-Mcl-1 interaction inhibition | Bead-based flow cytometry, Bim peptide-Mcl-1 binding | inhibition, % at 10 µM | 190,000 tested, 0.1% active;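 note: 0% = no compound tracer wells and 100% = peptide blocker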
Bcl-B Bim block: human Bim-Bcl-B interaction inhibition; Q9HD36; bead-based flow cytometry, Bim peptide-Bcl-B binding; inhibition, % at 10 µM; 190,000 tested, 0.073% active;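 note: 0% = tracer peptide without compound and 100% = reference inhibitor peptide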
Target sequence (Q9HD36 whole entry, looked up): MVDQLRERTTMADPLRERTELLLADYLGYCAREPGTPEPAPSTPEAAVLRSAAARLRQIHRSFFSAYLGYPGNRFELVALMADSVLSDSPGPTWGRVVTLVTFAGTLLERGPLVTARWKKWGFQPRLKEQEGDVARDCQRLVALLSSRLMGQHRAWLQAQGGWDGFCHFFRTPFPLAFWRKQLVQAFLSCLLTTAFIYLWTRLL
RGS7-Gao reg: modulates binding of RGS7 to human Galphao; P09471; Multiplexed bead flow cytometry; actives lie on both sides; binding response (% of control), % at 10 µM; 220,000 tested, 0.35% active; AID 1439; in the data active = binding response below about 49% or above about 150%; inconclusive = no clear call, values can overlap the other calls; inactive = in between;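 note: fluorescent Galphao held in activated GDP-AlF4 state binding bead-coupled RGS7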
Bim-Bfl-1: human Bim-Bfl-1 interaction inhibition. 190,000 tested, 0.12% active. inhibition, % at 10 µM. Bead-based flow cytometry, Bim-Bfl-1 binding inhibition. Q16548;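 note: 0% = wells without compound plus tracer and 100% = blocker peptide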
Mcl1 Bid PPI: disrupts binding of human Mcl-1 to Bid peptide. Q07820. TR-FRET Mcl-1/Bid-Dy647 peptide binding, 1536-well. inhibition, % at 21.7 µM. 220,000 tested, 0.97% active. AID 1021;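 active = compounds that cut the binding signal by more than half at the single screening dose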;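 note: His-tagged Mcl-1 with europium anti-His antibody binding Bid BH3 peptide; 0% = Mcl-1 plus peptide wells and 100% = peptide-only wells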
Bim-Bcl-2: disrupts Bim peptide binding to human Bcl-2. Bead-based flow cytometry, Bim peptide-Bcl-2 binding. 190,000 tested, 0.06% active. inhibition, % at 10 µM; in the data active = inhibition above about 40%; inconclusive = no clear call, values can overlap the other calls;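 note: 0% = no compound wells with probe peptide and 100% = reference peptide inhibitor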
Target sequence (P10415 whole entry, looked up): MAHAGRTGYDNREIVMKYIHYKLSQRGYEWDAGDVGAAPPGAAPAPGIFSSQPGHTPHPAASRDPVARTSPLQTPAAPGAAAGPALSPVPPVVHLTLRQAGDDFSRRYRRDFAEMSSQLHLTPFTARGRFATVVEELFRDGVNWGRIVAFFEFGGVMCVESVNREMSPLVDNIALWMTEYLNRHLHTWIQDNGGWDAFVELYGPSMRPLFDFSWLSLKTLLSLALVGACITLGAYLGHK
RGS8-Gao reg: human RGS8-Galphao interaction regulation | P09471 | multiplexed bead flow cytometry, RGS8-Galphao binding; actives lie on both sides | response (percent of control binding), % at 10 µM | 220,000 tested, 0.34% active | AID 1423; in the data active = response below about 60% or above about 140%; inactive = in between;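 note: Galphao activated as the GDP aluminium fluoride complex binding bead-coupled RGS8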
RGS4-Gao reg: modulates binding of RGS4 to human Galphao; P09471; AID 1415; Multiplexed bead flow cytometry; actives lie on both sides; 220,000 tested, 0.33% active; binding response (% of control), % at 10 µM; in the data active = binding response below about 49% or above about 150%; inactive = in between;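 note: fluorescent Galphao activated with aluminum fluoride binding bead-coupled RGS4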
GSH bead fluor: compound fluoresces at 488/530 nm on GSH beads; GSH beads flow cytometry, compound fluorescence 488/530 nm; stronger effect = higher value; fluorescence (KMESF) at 10 µM; 190,000 tested, 0.25% active; in the data active = fluorescence above about 89;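 note: glutathione beads carrying GST-tagged Bcl family fusion proteins plus one bare bead set; values are compound well signal with DMSO vehicle wells as background; inactives centre near 16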
Bcl-W Bim block: disrupts Bim peptide binding to human Bcl-W; Q92843; bead-based flow cytometry; inhibition, % at 10 µM; 190,000 tested, 0.02% active;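 note: 0% = bound tracer without compound and 100% = peptide blocker; higher means less fluorescent Bim peptide bound to Bcl-W beads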
Target sequence (Q92843 whole entry, looked up): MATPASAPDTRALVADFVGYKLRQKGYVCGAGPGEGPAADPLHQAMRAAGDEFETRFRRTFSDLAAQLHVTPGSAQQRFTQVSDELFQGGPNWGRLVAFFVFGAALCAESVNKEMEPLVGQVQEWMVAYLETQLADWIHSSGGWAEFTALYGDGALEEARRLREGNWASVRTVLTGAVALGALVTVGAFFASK
Bim-Bcl-XL: disrupts Bim peptide binding to human Bcl-XL | bead flow cytometry, fluorescence | inhibition, % at 10 µM | 190,000 tested, 0.04% active | AID 1007
Target sequence (Q07817 whole entry, looked up): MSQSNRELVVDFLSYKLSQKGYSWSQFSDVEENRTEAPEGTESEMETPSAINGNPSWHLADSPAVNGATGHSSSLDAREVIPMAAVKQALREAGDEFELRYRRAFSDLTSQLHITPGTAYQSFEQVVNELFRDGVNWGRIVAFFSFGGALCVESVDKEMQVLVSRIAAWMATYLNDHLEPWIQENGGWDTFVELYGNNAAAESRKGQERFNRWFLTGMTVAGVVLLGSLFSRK
Starred values were filed as active, the others as inactive; u = inconclusive; x = no result given; & = joins results of further samples. Cut-off read from the data, not from the text of the source, unless noted: active = inhibition above about 40%.

Below each SMILES: Bim-Mcl-1	Bcl-B Bim block	RGS7-Gao reg	Bim-Bfl-1	Mcl1 Bid PPI	Bim-Bcl-2	RGS8-Gao reg	RGS4-Gao reg	GSH bead fluor	Bcl-W Bim block	Bim-Bcl-XL
CCCCn1c(O)c(C(CC)=Nc2ccc(C(=O)O)cc2)c(=O)[nH]c1=O
→ -4	-8	101	-21	11	-11	104	103	24	-4	-9
CCC(=NC1CCN(Cc2ccccc2)CC1)c1c(O)[nH]c(=O)[nH]c1=O
→ -2	1	96	-1	-12	1	98	99	10	-1	-2
O=c1c2ccccc2nc(/C=C/c2ccc(O)cc2)n1-c1cccc(O)c1
→ 0	-4	99	-2	-18	1	101	98	26	2	-3
C[C@H]1CCC[C@H](O)CCCCCc2cc(O)cc(O)c2C(=O)O1
→ -1	-8	99	-17	1	-9	98	101	37	0	-6
COc1cc(CC2(CCc3ccncc3)C(=O)NC(=O)NC2=O)cc(OC)c1OC
→ 0	-5	110	-5	10	0	105	110	12	0	3
COCCCNC(=O)c1c(NC(=O)c2ccco2)n(Cc2ccccc2)c2nc3ccccc3nc12
→ 4	-8	95	4	-12	4	95	100	11	2	1
CN1C(=O)COc2c(C(=O)NC3CN4CCC3CC4)cc(Cl)cc21 (stereo not given)
→ 0	-2	117	-4	1	-4	99	101	65	0	-2
CNc1cc(N2CCNCC2)ccc1[N+](=O)[O-]
→ -15	-1	99	-3	-61	-1	100	99	13	-6	-1
CCCCCCOc1ccc(CN2CCN(CCO)CC2)cc1
→ 3	0	98	-4	23	1	98	96	10	2	4
COc1ccccc1N1CCN(Cc2ccccc2Cl)CC1
→ -1	-7	102	-15	-7	-4	104	102	35	1	-6
CSc1nnc([C@@H](N)Cc2ccccc2)o1
→ 1	-6	100	-10	-4	-5	100	101	36	0	-2
CC(=O)c1c(O)n(C2CCCCCC2)c(=O)[nH]c1=O
→ 0	-6	96	-10	19	-13	101	99	30	0	-16
NC(=O)CN1CCCC1=O
→ -2	-1	103	1	1	1	91	104	18	0	-4
O=c1[nH]c(O)c(N=Nc2cc([N+](=O)[O-])ccc2O)c(=O)[nH]1
→ 0	-2	99	-5	-69	0	100	103	27	3	1
C[C@H](O)[C@H]1CC[C@H]2[C@@H]3CCC4=CC(=O)CC[C@]4(C)[C@H]3CC[C@]12C
→ -3	-5	100	-1	8	-1	107	103	20	0	0
CCC(=NCc1cccnc1)c1c(O)n(Cc2ccccc2)c(=O)[nH]c1=O
→ -2	7	105	0	-21	0	98	99	33	-3	-6
COc1ccccc1N1C(=O)NC(=O)/C(=C/c2ccc3c4c(cccc24)CC3)C1=O
→ -32	-3	100	-3	18	-1	100	102	11	-16	-7
Nc1cncc(C(=O)O)c1
→ 0	-9	u	-5	-2&-21	-5	99&99	99&95	13	-5	-4
COc1cc(/C=C2\C(=O)NC(=O)N(c3ccccc3)C2=O)c([N+](=O)[O-])cc1OC
→ 15	24	87	32	-77	31	95	96	6	10	12
c1ccc2sc(C3CCCNC3)nc2c1 (stereo not given)
→ -3	-2	108	-1	-8	0	99	98	11	-3	0

An excerpt of these results, with each value named.
CC(=O)c1c(O)n(C2CCCCCC2)c(=O)[nH]c1=O
  Bim-Mcl-1 = 0 | Bcl-B Bim block = -6 | RGS7-Gao reg = 96 | Bim-Bfl-1 = -10 | Mcl1 Bid PPI = 19 | Bim-Bcl-2 = -13 | RGS8-Gao reg = 101 | RGS4-Gao reg = 99 | GSH bead fluor = 30 | Bcl-W Bim block = 0 | Bim-Bcl-XL = -16

CCCCCCOc1ccc(CN2CCN(CCO)CC2)cc1
  Bim-Mcl-1 = 3 | Bcl-B Bim block = 0 | RGS7-Gao reg = 98 | Bim-Bfl-1 = -4 | Mcl1 Bid PPI = 23 | Bim-Bcl-2 = 1 | RGS8-Gao reg = 98 | RGS4-Gao reg = 96 | GSH bead fluor = 10 | Bcl-W Bim block = 2 | Bim-Bcl-XL = 4

The list continues:
Below each SMILES: Bim-Mcl-1	Bcl-B Bim block	RGS7-Gao reg	Bim-Bfl-1	Mcl1 Bid PPI	Bim-Bcl-2	RGS8-Gao reg	RGS4-Gao reg	GSH bead fluor	Bcl-W Bim block	Bim-Bcl-XL
O=C(Nc1cccc(OC(=O)N2CCCCC2)c1)N1CCCCC1
→ -2	-6	96	-9	-1	-4	104	95	38	0	1
CC(C)=CCOc1c2occc2cc2ccc(=O)oc12
→ -2	-8	99	0	-18	-2	102	101	18	-1	-4
COc1cc(CN2CCCC(C(=O)c3sccc3C)C2)cc(OC)c1O (stereo not given)
→ -2	-6	98	-6	-48	-4	98	99	14	-4	0
CCN(CC)c1ccc(N=Cc2c(O)n(CCc3ccc(OC)c(OC)c3)c(=O)[nH]c2=O)cc1
→ 0	3	107	7	-18	0	99	100	11	1	0
CCN(CC)CCCN=C(C)c1c(O)n(-c2ccccc2)c(=O)[nH]c1=O
→ -1	1	94	0	-8	-7	93	94	9	-1	-3
CN(C)c1nc(N(C)C)nc(N(C#N)CCCl)n1
→ 6	0	105	6	0	6	102	99	24	6	2
Cn1cccc1/C=C1\C(=O)NC(=O)N(CCC2=CCCCC2)C1=O
→ -2	-7	98	-5	-27	-1	98	96	12	0	-4
CC1=NN(c2ccccc2)C(=O)C1/C=C1/C(=O)NC(=O)N(c2cccc(C)c2)C1=O (stereo not given)
→ -4	-5	107	-1	9	-5	106	105	13	-1	0
CN1CCN(c2ncnc3ccc(Br)cc23)CC1
→ 0	-5	99	-11	-29	-6	103	100	13	0	-5
Cc1ccc(S(=O)(=O)N(c2cc(Cl)c(O)c(Cl)c2)P(=O)(OC(C)C)OC(C)C)cc1
→ 0	-4	u	-5	-24	0	103	103	11	0	-1
COc1ccc(CN2C(=O)CC(=O)NC2=S)cc1
→ 2	2	104	1	-53	3	105	102	20	5	5
S=C1CN=C(c2ccccc2Cl)c2cc(Cl)ccc2N1
→ -7	-10	94	0	-26	-1	100	95	119*	1	-5
Oc1ccc(CC2CC3CCN2CC3)cc1O (stereo not given)
→ -5	-7	96	-8	-17	-7	100	99	26	-5	-10
Cc1ccc2c(c1)CC1(CN2C)C(=O)NC(=O)N(CCc2ccccc2)C1=O (stereo not given)
→ -1	-7	100	-7	9	-7	101	104	17	-2	-6
CN1CCc2nc(SCc3ccccc3Br)c(C#N)cc2C1
→ 3	0	u	4	-11	2	99	101	19	0	0
C[C@]12CC[C@@H](O)C[C@@H]1CC[C@@H]1[C@@H]2CC[C@]2(C)C(=O)CC[C@@H]12
→ -1	-4	92	-2	2	-1	100	98	66	-2	-3
CN1CCN(S(=O)(=O)c2cnc(Cl)c(Br)c2)CC1
→ -6	-14	99	-18	-7	-9	103	99	19	-7	-13
COc1cc(N2CCOCC2)ccc1C=C1C(=O)NC(=O)NC1=O
→ 42*	18	97	13	-45	13	97	99	12	11	16
Cc1ccc2c(c1)C1CN(C)CCC1N2C(=O)Nc1cccc(Cl)c1 (stereo not given)
→ 37	x	101	x	3	85*	99	100	x	16	19
CN1CCc2nc(SCC(=O)OC(C)(C)C)c(C#N)cc2C1
→ 0	-2	102	-4	-28	-4	100	102	53	2	-5
Cc1ccc(S(=O)(=O)CC(C)(O)C(=O)Nc2cccc(C(F)(F)F)c2)cc1 (stereo not given)
→ 1	-7	97	-11	-28	-5	97	98	46	1	-7
c1ccc(-c2[nH]c(-c3ccccc3)[n+](CC3CO3)c2-c2ccccc2)cc1 (stereo not given)
→ -4	-8	101	-4	9	-11	98	101	10	-4	-9
O=C(Cc1ccccc1)N1CCN(C/C=C/c2ccccc2)CC1
→ 0	-1	7.9*	-2	-35	-1	29*	-8.3*	10	0	-1
O=c1[nH]c(=O)n(-c2cccc3ccccc23)c(O)c1C=NCc1ccc2c(c1)OCO2
→ -6	-11	99	-10	-11	-6	100	100	33	-8	-8
CC1CCC(C(C)C)C(OC(=O)COC(=O)c2ccccc2N)C1 (stereo not given)
→ 7	8	102	18	-5	11	106	102	7	7	11
C=CC1CN2CCC1CC2[C@@H](OC(=O)c1ccc(OC)cc1)c1ccnc2ccccc12 (stereo not given in full)
→ 0	-2	99	-13	0	-6	100	93	13	0	0
CN1CCN(Cc2ccc(OC(F)(F)F)cc2)CC1
→ -1	-8	93	-8	56*	-7	93	94	34	-1	4
CC/C(=N\N1CCN(C)CC1)c1c(O)[nH]c(=O)[nH]c1=O
→ -7	-12	106	-10	-48	-4	108	106	18	-6	-12
CNC(=O)c1cccn(Cc2cc(C(F)(F)F)cc(C(F)(F)F)c2)c1=O
→ -4	-5	u	-8	-22	-7	101	98	17	-3	-4
CCCCCCn1c(O)c(C=NCCCn2ccnc2)c(=O)[nH]c1=O
→ 7	-5	97	-10	-3	-5	97	87	38	1	3
Cc1ccc(OCC(=O)Nc2ccc(Cl)cc2C(=O)c2ccccc2)cc1
→ -3	-4	98	0	-9	-4	99	103	4	0	-6
CCOc1ccc(Br)c(C2(O)CC(C)N(C)CC2C)c1 (stereo not given)
→ -5	-12	101	-16	-18	-14	100	100	30	-2	-5
CCOP(=O)(C(NC(=O)c1ccccc1Cl)=C(Cl)Cl)c1ccccc1 (stereo not given)
→ -1	-8	101	-13	-18	-5	100	100	35	0	-7
CC(C)OCCCNC(=O)c1c(N)n(Cc2cccs2)c2nc3ccccc3nc12
→ -6	-18	98	-16	18	-12	101	101	19	-4	-7
CCc1ccc2nc(N3CCC(C(=O)N4CCC5(CC4)OCCO5)CC3)sc2c1
→ -1	-5	105	0	-6	0	102	100	13	0	-2
CCOc1ccccc1-n1c(O)c(C=NCCCN(CC)CC)c(=O)[nH]c1=O
→ 0	-2	96	-6	-16	-1	98	95	23	-1	-2
CCN1CCN(c2cc(N3CCCC3)c(F)cc2[N+](=O)[O-])CC1
→ -3	-8	112	-4	-20	-13	122	108	17	-4	-6
CCOC(=O)C1CCN(/C=C2/C(=O)NC(=S)N(c3cccc(OC)c3)C2=O)CC1
→ 1	-5	100	-5	-41	0	100	102	17	-2	-4

Only part of the results is shown, so the mix of outcomes need not match the whole.
